From PubChem BioAssay
ERG-DNA inh – blocks human ERG Ets domain binding to DNA; P11308; AID 624246; Potency, µM (titrated, usually from 76.9 µM), for inactives: at the highest dose FP activity, negative = inhibition, actives largely listed as inhibitors; 0.028% of 370,000 active; fluorescence polarization, His-ERG Ets domain / labelled DNA; active means well fitted inhibition curve with a large enough effect in the polarisation, with a control signal flat; inconclusive means small, poorly fitted or top-dose-only effect, or effect the other way, or a change in a side signal; inactive means no such curve, though single readings can be large or run the other way; the % refers to the polarisation;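 further: polarization taken with two DNA probes labelled with fluorescein and Texas red; % of control where 0% means no effect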
Target sequence (P11308 whole entry, looked up, the tested form may be a part): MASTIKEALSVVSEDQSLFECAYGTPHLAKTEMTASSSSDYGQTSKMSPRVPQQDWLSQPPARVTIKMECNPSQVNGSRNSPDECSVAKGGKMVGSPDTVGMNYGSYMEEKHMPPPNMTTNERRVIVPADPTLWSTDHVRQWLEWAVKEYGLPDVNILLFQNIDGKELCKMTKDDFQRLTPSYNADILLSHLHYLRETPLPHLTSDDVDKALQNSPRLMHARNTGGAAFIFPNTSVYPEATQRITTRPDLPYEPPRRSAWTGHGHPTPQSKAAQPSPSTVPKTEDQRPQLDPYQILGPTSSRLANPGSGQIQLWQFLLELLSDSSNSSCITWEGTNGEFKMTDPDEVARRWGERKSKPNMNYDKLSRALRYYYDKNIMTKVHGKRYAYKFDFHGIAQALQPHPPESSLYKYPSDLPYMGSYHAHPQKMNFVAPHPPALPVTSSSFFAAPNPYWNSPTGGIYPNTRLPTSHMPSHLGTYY
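His-tagged ERG Ets domain (1 uM in the protein solution; 300mM KCl, 50mM Tris-HCl, 1mM EDTA, 1mM DTT, pH 7.5) received compound, then a probe mix of 5 nM fluorescein-DNA and 100nM Texas-615-DNA. Fluorescence polarization was read for both dyes.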
GLS inhibitor – inhibitors of human glutaminase (GLS) | 0.21% of 410,000 active | GLS enzymatic activity, qHTS titration | AID 624170 | Potency, µM (highest dose often 45.5 µM), inactives show top-dose activity change, negative = inhibition, hits mostly inhibitors | O94925; further: on the % scale 0 is the no-effect control and ±100 the full control effect
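Read-out is an Amplex red fluorescence increase coupled through glutamate oxidase and HRP, measured before and after 30 min room-temperature incubation. hKGA is in 45 mM KH2PO4 (pH 8.2) with 0.02% Tween-20; glutamine added as 1mM solution.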
PGK inhibitor – blocks T. brucei phosphoglycerate kinase | PGK/GAPDH coupled, Kinase-Glo luminescence, 60 min | Potency, µM (titrated, usually from 57.5 µM), without a hit: at the top dose activity change, negative = inhibition, hits mostly inhibitors | 0.043% of 380,000 active; further: on the % scale 0 is the no-effect control and ±100 the full control effect; nearly all actives have a fitted effect of over 60% in size
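Luminescent ATP detection (Kinase-Glo Plus) follows a 60-minute room-temperature incubation, with wells lacking PGK as controls. Buffer: 100 mM TEA (pH 7.6), 5 mM MgCl2, 0.01% Tween-20. Coupling enzyme GAPDH (100 nM final) supplies unstable 1,3-BPG in-well.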
12-LOX inh – blocks human arachidonate 12S-lipoxygenase; purified 12hLO, xylenol orange hydroperoxide absorbance; P18054; 1.1% of 580,000 active; Potency, µM (doses to about 108 µM), without a hit: at the top dose activity change, negative = inhibition, most hits filed as inhibitors; further: on the % scale 0 is the no-effect control and ±100 the full control effect
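Purified human 12hLO at 150 nM in 25 mM Hepes, 0.01% Triton X-100, pH 7.0, preincubated 15 min at room temperature with compound. Reaction started with 40 uM arachidonic acid, 30 min at room temperature. Hydroperoxide measured by Fe-xylenol orange, 573/405 nm absorbance ratio.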
RGS4 inhibitor – blocks human RGS4-accelerated GTP hydrolysis; Potency, µM (titrated, usually from 114 µM), for inactives: at the highest dose activity change, negative = inhibition, hits mostly inhibitors; Transcreener GDP fluorescence polarization, RGS4-accelerated GTP hydrolysis; 0.039% of 390,000 active; further: on the % scale 0 is the no-effect control and ±100 the full control effect; nearly all actives have a fitted effect of over 75% in size; some results filed as inactive show a strong effect at the top dose
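MLSMR compounds (23 nl, pin-transferred) preincubated 10 min at room temperature with a 500nM (2x) first reagent, then RGS4 at 900nM (2x) plus Transcreener GDP mix added; fluorescence polarization (620/688 nm) read before and after 90 min at 30 °C.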
TrxR1 inh – blocks rat thioredoxin reductase 1 | recombinant rTrxR1, NADPH fluorescence consumption, selenite substrate | Potency, µM (highest dose often 114 µM), for inactives: top-dose activity change, negative = inhibition, hits mostly inhibitors | 1% of 390,000 active | AID 588453; further: on the % scale 0 is the no-effect control and ±100 the full control effect; nearly all actives have a fitted effect of over 65% in size
Target sequence (O89049 whole entry, looked up): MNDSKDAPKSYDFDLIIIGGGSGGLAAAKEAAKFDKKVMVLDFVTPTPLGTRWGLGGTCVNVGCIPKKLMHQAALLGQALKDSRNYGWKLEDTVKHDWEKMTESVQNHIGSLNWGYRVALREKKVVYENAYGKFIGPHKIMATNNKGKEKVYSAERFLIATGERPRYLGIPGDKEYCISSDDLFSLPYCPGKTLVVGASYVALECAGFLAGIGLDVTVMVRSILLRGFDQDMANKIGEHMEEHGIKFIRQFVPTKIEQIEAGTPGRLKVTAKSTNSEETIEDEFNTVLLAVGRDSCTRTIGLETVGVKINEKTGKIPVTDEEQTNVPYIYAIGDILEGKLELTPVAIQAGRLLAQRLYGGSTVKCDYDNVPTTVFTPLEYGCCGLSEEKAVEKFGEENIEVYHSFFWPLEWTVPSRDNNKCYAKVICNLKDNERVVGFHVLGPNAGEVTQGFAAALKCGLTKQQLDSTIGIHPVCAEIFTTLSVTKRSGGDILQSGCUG
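Rat TrxR1 (90 nM in the dispensed reagent) was pre-reduced with 400 uM NADPH for 5 min at room temperature, then incubated with compound for 15 min. After 400 uM selenite was added, NADPH fluorescence (Ex 340/Em 450 nm) was followed for 8 min.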
HP1b chromo inh – HP1-beta chromodomain-methylated histone interaction inhibition; P83916; AlphaScreen HP1-beta / biotin-H3K9me3 peptide binding; Potency, µM (series often up to 114 µM), for the others: top-dose activity change, negative = inhibition, hits mostly inhibitors; 0.56% of 390,000 active; further: nearly all actives have a fitted effect of over 70% in size; inactives centre near 23
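Compound inhibition of the preformed complex between 50 nM HP1-beta and 50 nM biotinylated H3K9me3 peptide was read by AlphaScreen. Buffer was PBS pH 7.4 with 0.01% Tween-20. Incubations ran 30 min at room temperature, with 10 ug/mL donor/acceptor beads.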
JMJD2A Tudor – inhibitors of human JMJD2A Tudor domain. O75164. 4.4% of 390,000 active. Potency, µM (series often up to 114 µM), without a hit: top-dose activity change, negative = inhibition, hits mostly inhibitors. AlphaScreen JMJD2A-Tudor / H3K4me3 peptide binding. AID 504339; further: on the % scale 0 is the no-effect control and ±100 the full control effect; nearly all actives have a fitted effect of over 50% in size
Pin1 inhibitor – inhibitors of human Pin1. Q13526. Potency, µM (highest dose often 115 µM), inactives show at the highest dose activity, negative = inhibition, most hits filed as inhibitors. AID 504891. 0.009% of 390,000 active. Pin1 FP peptide displacement, HiFluor488, 10 min; active means well fitted inhibition curve with a large enough effect in the polarisation, with a control signal flat, not every such curve was filed as active; inconclusive means small, poorly fitted or top-dose-only effect, or effect the other way, or a change in a side signal; inactive means no such curve, though single readings can be large or run the other way; the % refers to the polarisation; further: on the % scale 0 is the no-effect control and ±100 the full control effect
The depositor's hits bear a star; i = inactive; u = inconclusive; x = not tested or not shown; [ ] = remark or other dose. Unless noted, the call rests on the fitted dose curve; in most records, active means well fitted curve in the direction sought with a large enough effect; inconclusive means small, poorly fitted or top-dose-only effect, or another doubt; inactive means no such curve, though single readings can be large; an effect the other way counts as inactive or inconclusive. Potency means the concentration at half of the fitted maximal effect.

SMILES	PGK inhibitor	ERG-DNA inh	HP1b chromo inh	TrxR1 inh	Pin1 inhibitor	12-LOX inh	GLS inhibitor	JMJD2A Tudor	RGS4 inhibitor
O=C(Cc1cccc(NC(=O)C2CCN(C(=O)C3CCC3)CC2)c1)Nc1cccc(C(=O)N2CCCC2)c1	-1%	-5%	31%	-1%	-1%	7%	5%	-20%	5%
Cc1ccc(C(=O)Nc2ccccc2C(=O)OCc2cc(=O)n3nc(C(C)C)sc3n2)cc1	-10%	-3%	35%	9%[57.1 µM]	5%	-22%	6%	0%	-7%
CCCCn1ccnc1C(=O)c1cc(S(=O)(=O)N2CCOCC2)ccc1C	4%	-1%	36%	-10%	-6%	7%	2%	-10%	-5%
Cc1ccn2cc(CCNC(=O)C3CCCCC3)nc2c1	-2%	-2%	19%	5%[57.1 µM]	0%	11%[57.4 µM]	0%	-12%	-5%
CC(C)C[C@H]1CNC(=S)N1CC1CCCN1C[C@H](CC(C)C)N1C[C@H](Cc2ccc(O)cc2)N(CC2CCCCCC2)C1=S (stereo partly specified)	7%	-3%	13%	17%	u	u	9%	u	10%
CCCN1C(=O)c2cc(C(=O)Nc3ccc(OC)cc3OC)ccc2C1Nc1ccc(OC)cc1OC (stereo unspecified)	-2%	-18%	-20%	28%	-2%	-1%	-13%	28µM*	-19%
CCCCCc1cc(=O)oc2c(C(CCN3CCCC3)c3ccc4c(c3)OCO4)c(OC)cc(OC)c12 (stereo unspecified)	x	x	-34%	-24%	-6%	x	x	50µM*	-14%
O=C1CC(c2c[nH]c3ccccc23)C(=O)N1c1ccccc1 (stereo unspecified)	3%	9%	30%	-3%	-5%	4%	24%	-6%	3%
Cc1ccc(C(=O)COC(=O)C(C)N2C(=O)C3C4C=CC(C4)C3C2=O)cc1 (stereo unspecified)	9%	-10%	36%	-5%	8%	0%	16%	11%[57.1 µM]	17%
CCOC(=O)c1cc(-c2ccccc2)sc1NC(=O)CC	-3%	3%	u	10%	2%	17%	-5%	-32%[57.1 µM]	u
Cc1cc(C)cc(OCCNC(=O)CCc2ccccc2)c1	i	10%	45%[activator]	17%[57.1 µM]	-1%	u	-3%	-6%	-7%
O=C(COc1cc2oc(=O)c3c(c2cc1Cl)CCC3)NCc1ccccn1	-3%	-15%	21%	-4%	-6%	x	1%	-4%	18%
CCOc1cc2ccccc2cc1C(=O)Nc1ccccn1	5%	8%	35%	-8%	-2%	23%	12%	8%	-49%[56.9 µM]
O=C(/C=C/c1ccccc1)Nc1cc(-c2nc3cc(Cl)ccc3o2)ccc1Cl	-8%	5%	24%	15%	23%	-20%	0%	1%	1%
COc1ccc(CNC(=O)CSc2ncc3c(n2)-c2ccc(Cl)cc2N(Cc2ccc(F)cc2)S3(=O)=O)cc1OC	-4%	0%	35%	14%[57.1 µM]	23%	-7%	-12%	-4%	-47%
Cc1ccc(/C=C/C(=O)Nc2ccc(Oc3ccccc3)cc2)o1	-10%	0%	u	u	13%	16µM*	-13%	-33%	u
CCN(C(=O)COc1nc(C)cc(C)c1C#N)c1ccccc1	7%	-1%	13%	-14%	-11%	0%	6%	-5%	1%
O=C(NCCN1CCOCC1)c1cc2cc([N+](=O)[O-])ccc2s1	3%	0%	15%	4%[57.1 µM]	0%	-3%	3%	-6%	41%
Cc1nc(Nc2ccc3c(c2)OCCO3)c2nnn(Cc3ccccc3Cl)c2n1	10%	-6%	31%	23%[57.1 µM]	u	-17%	-7%	-26%	-19%
CC(=O)Nc1ccc(S(=O)(=O)N(C)CC(=O)OCC(=O)Nc2cc(C)on2)cc1	-8%	7%	30%	18%	1%	-14%	2%	-15%	-21%
CC(=O)c1ccc(NC(=O)Cn2c(=O)c3cccn3c3ccccc32)cc1	-6%	-1%	11%	10%	1%	-17%	8%	-23%	-18%
CCOc1ccc(C(=O)CCC(=O)NC(C)C(=O)OC)cc1 (stereo unspecified)	9%	2%	27%	-6%	11%	0%	2%	-9%	4%
CCOC(=O)N/N=C/c1cn(Cc2ccccc2Cl)c2ccccc12	-10%	-3%	-16%	10%	7%	10%	12%	-20%	-3%
CC(C)NC(=O)c1ccc(Cl)cc1Cl	i	-4%	1%	5%	-2%	-2%	-1%	-14%	-9%
N=C(c1ccc([N+](=O)[O-])cc1)N1CCCCC1	-4%	6%	12%	9%	1%	2%	2%	-8%	35%
C/C(=C\C(=O)c1ccc(Cl)cc1)NCc1ccc2c(c1)OCO2	3%	0%	39%	-11%	-5%	7%	-7%	-2%	2%
Cc1ccc(NC(=O)c2cccnc2)cc1S(=O)(=O)N1CCOCC1	i	13%	33%	18%	-1%	-15%	-4%	-16%	2%
O=C(O)c1nccnc1C(=O)Nc1ccccc1-c1ccccc1	i	-2%	-9%	2%	1%	u	u	-13%	22%
COc1ccc(-c2csc(NC(C)c3nc4cc(Cl)c(N5CCCCC5)cc4n3CCCO)n2)cc1 (stereo unspecified)	-6%	27%	20%	11%	u	-42%	13%	u	-28%
O=C(Cc1ccc(Cl)cc1)N1CCc2ccccc2C1	i	0%	78%[activator]	18%	-11%	-12%	3%	13%	-1%

SMILES	PGK inhibitor	ERG-DNA inh	HP1b chromo inh	TrxR1 inh	Pin1 inhibitor	12-LOX inh	GLS inhibitor	JMJD2A Tudor	RGS4 inhibitor
Cc1cccc(C(=O)CC(=O)c2cc(Cl)ccc2O)c1	1%	3%	85%[activator]	-4%	-1%	x	18%	-14%[57.1 µM]	-1%[56.9 µM]
Cc1oc(-c2ccc(Cl)cc2)nc1CS(=O)CC(=O)NC1CC1 (stereo unspecified)	7%	2%	45%[activator]	3%	-5%	-10%	17%	-3%	0%
Cc1ccc(-c2ccnc3cc(C)nn23)cc1	-2%	-1%	82%[activator]	19%	0%	-11%	-8%	32%	1%
COc1ccc(NC(=O)N2CCCC(C(=O)Nc3cccc(C)c3C)C2)cc1 (stereo unspecified)	-5%	8%	26%	21%	-7%	6%	-4%	-4%	12%
COC(=O)c1ccc(C23CC4(C2)[C@H](CN(C)[C@@H]4c2ccccc2)C3c2ccc(Cl)nc2)cc1 (stereo partly specified)	-10%	-13%	-4%	-3%	8%	-8%	12%	u	6%
CC(C)C(NC(=O)c1c(F)cccc1F)C(=O)N1CCN(c2ncccn2)CC1 (stereo unspecified)	-5%	-1%	38%	14%	-1%	33%[activator]	-1%	1%	13%
Cc1ccc(NC(=O)CN(C)C(=O)c2cc(-c3ccccc3)nn2-c2ccccc2)cc1	8%	-10%	15%	4%	9%	-4%	-4%	-24%	-14%
Cc1ccc2c(c1)c1c(c(=O)n(-c3ccccc3)c(=O)n1CC(=O)N1CCCC1)n2C	-1%	-3%	38%	5%[57.1 µM]	-1%	0%	2%	-2%	-9%
N#CCCN(C(=O)COC(=O)c1ccc2c(c1)NC(=O)CS2)c1ccc2c(c1)OCCO2	-6%	-4%	11%	-2%[57.1 µM]	6%	-8%	2%	-12%	21%
Cc1cc(C)cc(NC(=O)Oc2ccccc2N2CCCCC2)c1	7%	u	9%	12%[57.1 µM]	8%	-15%	10µM*	9%	-14%
CCN1CCC(NC(=O)Nc2cc(Cl)ccc2OC)CC1	8%	-2%	23%	14%	5%	-8%	4%	-3%	2%
O=C(CNC(=O)c1ccco1)NCC(=O)OCc1cccc(Cl)c1	i	-13%	29%	-9%	-3%	-15%	-2%	-9%	28%
O=C(Nc1ccccn1)c1ccccc1	-7%	17%	15%	9%	0%	0%	1%	-11%	-5%
CC(=O)c1cccc(NC(=O)CSCc2ccc(Br)cc2)c1	-6%	10%	6%	19%	-2%	-6%	12%	-13%	-7%
Cc1ccc(CCNC(=O)CN2C(=O)COc3ccc(S(=O)(=O)N4CCCC4)cc32)cc1	-9%	3%	21%	15%[57.1 µM]	-8%	-1%	4%	-4%	26%
CC(=O)COc1cc(C)cc2oc(=O)c(C)c(C)c12	-7%	0%	23%	3%	-4%	0%	2%	-20%	-30%
COc1cccc(/C=N/n2nnnc2N)c1O	-6%	u	43%[activator]	13%	-7%	25%	28%	-14%	-48%
COCCCNC(=O)c1cccc(OC)c1OC	-3%	1%	54%	6%	-1%	0%	-6%	-1%	-19%
COC(=O)C1=C[C@@H](C(=O)OC)C2C3=C(C(=O)[C@]2(CC(C)C)NC(=O)c2ccccc2)[C@H](C)n2c(=O)n(-c4ccccc4)c(=O)n2[C@@H]3C1 (stereo partly specified)	x	x	34%	12%[57.1 µM]	2%	x	x	-11%	5%

One compound at a time, as listed above. Order of values: PGK inhibitor	ERG-DNA inh	HP1b chromo inh	TrxR1 inh	Pin1 inhibitor	12-LOX inh	GLS inhibitor	JMJD2A Tudor	RGS4 inhibitor
CC(C)NC(=O)c1ccc(Cl)cc1Cl as listed: i	-4%	1%	5%	-2%	-2%	-1%	-14%	-9%
Cc1ccc2c(c1)c1c(c(=O)n(-c3ccccc3)c(=O)n1CC(=O)N1CCCC1)n2C as listed: -1%	-3%	38%	5%[57.1 µM]	-1%	0%	2%	-2%	-9%

Not all compounds are listed; the hit share may differ from the screen's.
